Screens deposited in PubChem by several laboratories.
Pf gamet viab: P. falciparum stage V gametocyte viability inhibition | inhibition, % at 10.9 µM | P. falciparum stage V gametocytes, ATP luminescence, 24 h | 0.065% of 150,000 active;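 active = inhibition above the mean plus 3 SD of compounds within the control limits, set per campaign, cut at about 38% in these data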;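 note: 0% = DMSO wells and 100% = medium only without gametocytes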
Mcl1-Noxa inh: disrupts binding of human Mcl-1 to Noxa peptide | 1.5% of 220,000 active | inhibition, % at 21.7 µM | Q07820 | AID 1022 | TR-FRET Mcl-1/Noxa peptide binding, 2 h;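 active = compounds that cut the protein-peptide binding signal by more than 50% relative to plate controls in a single-dose test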;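 note: His-tagged Mcl-1 with rhodamine Noxa BH3 peptide and terbium anti-His antibody; 0% = Mcl-1 plus Noxa peptide wells and 100% = peptide-only wells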
RGS4-Gao reg: modulates binding of RGS4 to human Galphao; P09471; Multiplexed bead flow cytometry; actives lie on both sides; binding response (% of control), % at 10 µM; 0.33% of 220,000 active; AID 1415; in the data active = binding response below about 49% or above about 150%; inactive = in between;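 note: fluorescent Galphao activated with aluminum fluoride binding bead-coupled RGS4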
Target sequence (P09471 whole entry, looked up): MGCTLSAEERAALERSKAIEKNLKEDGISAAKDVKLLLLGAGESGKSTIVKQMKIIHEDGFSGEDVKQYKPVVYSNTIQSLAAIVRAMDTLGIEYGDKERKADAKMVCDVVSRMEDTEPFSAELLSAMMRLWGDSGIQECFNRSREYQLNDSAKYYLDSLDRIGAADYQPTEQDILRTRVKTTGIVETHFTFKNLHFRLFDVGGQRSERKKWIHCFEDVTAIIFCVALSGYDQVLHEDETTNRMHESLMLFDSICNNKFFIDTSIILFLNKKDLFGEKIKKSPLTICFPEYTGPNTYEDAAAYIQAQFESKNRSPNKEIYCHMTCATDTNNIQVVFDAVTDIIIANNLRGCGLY
Mcl-1 Bim block: disrupts Bim peptide binding to human Mcl-1 | inhibition, % at 10 µM | Q07820 | 0.1% of 190,000 active | Bead-based flow cytometry, Bim peptide-Mcl-1 binding; in the data active = inhibition above about 40%;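 note: 0% = no compound tracer wells and 100% = peptide blocker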
ABCG2 inh: human ABCG2 inhibition, ABCB1 as counter-screen. AID 1325. Q9UNQ0. IgMXP3 cells, JC-1 efflux, flow cytometry. 0.1% of 190,000 active. inhibition, % at 6.6 µM;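 active = inhibition above 80%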;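 note: 0% = DMSO and 100% = nicardipine control wells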
Target sequence (Q9UNQ0 whole entry, looked up): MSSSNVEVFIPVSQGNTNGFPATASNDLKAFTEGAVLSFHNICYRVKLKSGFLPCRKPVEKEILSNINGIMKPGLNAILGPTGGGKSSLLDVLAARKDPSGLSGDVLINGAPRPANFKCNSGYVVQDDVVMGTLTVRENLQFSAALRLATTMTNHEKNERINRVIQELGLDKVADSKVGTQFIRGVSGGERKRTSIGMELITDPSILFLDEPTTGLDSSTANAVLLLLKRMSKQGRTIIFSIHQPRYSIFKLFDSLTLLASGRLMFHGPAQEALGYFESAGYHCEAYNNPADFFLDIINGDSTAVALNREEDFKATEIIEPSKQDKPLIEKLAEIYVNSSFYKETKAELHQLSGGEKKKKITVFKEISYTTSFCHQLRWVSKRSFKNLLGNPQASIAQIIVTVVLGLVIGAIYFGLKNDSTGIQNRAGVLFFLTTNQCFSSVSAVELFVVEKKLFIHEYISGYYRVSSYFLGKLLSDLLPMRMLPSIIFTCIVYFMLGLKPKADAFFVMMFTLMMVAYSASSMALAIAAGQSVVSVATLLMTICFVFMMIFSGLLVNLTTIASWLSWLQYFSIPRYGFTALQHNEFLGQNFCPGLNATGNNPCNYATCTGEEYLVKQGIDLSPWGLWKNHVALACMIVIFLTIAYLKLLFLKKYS
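test system = two drug-resistant human cell lines, ABCG2 and ABCB1 | amount = 3 million cells/mL final, two lines in 1:1 ratio | reagent = JC-1 transporter substrate | doses = one concentration, 6.6 µM final | incubation = 10 min at 25 °C | signal = flow cytometric JC-1 green MFI at 530 nm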
ABCB1 block: human ABCB1 inhibition, ABCG2 as counter-screen | CCRF-Adr cells, JC-1 efflux, flow cytometry | 0.067% of 190,000 active | inhibition, % at 6.6 µM | P08183; in the data active = inhibition above about 40%;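 note: 0% = vehicle and 100% = reference inhibitor; higher value means more JC-1 retained so stronger ABCB1 efflux block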
Avidin bead fluor: avidin bead compound fluorescence profile | 0.38% of 220,000 active | fluorescence (KMESF) at 10 µM | Avidin beads, compound fluorescence 488/530 nm, flow cytometry; active compounds read high | AID 1775; in the data active = fluorescence above about 47; note: inactives centre near 10
RGS7-Gao reg: human RGS7-Galphao interaction regulation | 0.35% of 220,000 active | P09471 | binding response (% of control), % at 10 µM | Multiplexed bead flow cytometry, RGS7-Galphao binding; actives lie on both sides; in the data active = binding response below about 49% or above about 150%; inconclusive = no clear call, values can overlap the other calls; inactive = in between;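 note: fluorescent Galphao held in activated GDP-AlF4 state binding bead-coupled RGS7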
Mcl1-Bid inh: disrupts binding of human Mcl-1 to Bid peptide; TR-FRET Mcl-1/Bid-Dy647 peptide binding, 1536-well; inhibition, % at 21.7 µM; 0.97% of 220,000 active; AID 1021;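 active = compounds that cut the binding signal by more than half at the single screening dose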;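 note: His-tagged Mcl-1 with europium anti-His antibody binding Bid BH3 peptide; 0% = Mcl-1 plus peptide wells and 100% = peptide-only wells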
GSH fluor: compound fluoresces at 488/530 nm on GSH beads; GSH beads flow cytometry, compound fluorescence 488/530 nm; active compounds read high; fluorescence (KMESF) at 10 µM; 0.25% of 190,000 active; in the data active = fluorescence above about 89;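 note: glutathione beads carrying GST-tagged Bcl family fusion proteins plus one bare bead set; values are compound well signal with DMSO vehicle wells as background; inactives centre near 16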
RGS8-Gao reg: human RGS8-Galphao interaction regulation | P09471 | multiplexed bead flow cytometry, RGS8-Galphao binding; actives lie on both sides | response (percent of control binding), % at 10 µM | 0.34% of 220,000 active | AID 1423; in the data active = response below about 60% or above about 140%; inactive = in between;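 note: Galphao activated as the GDP aluminium fluoride complex binding bead-coupled RGS8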
An asterisk follows results filed as active; u = inconclusive; x = not tested or not shown. Hits appear at their usual frequency, and some 3.3% of all compounds hit somewhere here.

Values in the order: Mcl1-Bid inh	Mcl-1 Bim block	RGS8-Gao reg	ABCG2 inh	RGS7-Gao reg	Pf gamet viab	GSH fluor	ABCB1 block	Mcl1-Noxa inh	Avidin bead fluor	RGS4-Gao reg
> Cn1c2ccccc2c2cc(C(=O)N3CCOCC3)sc21
    -0.5	0.0	94.3	6.0	89.8	-17.6	28	0.6	2.2	7	89.3
> c1ccc(-n2c(-c3ccncc3)nnc2-c2ccco2)cc1
    -30.6	8.0	97.6	0.1	94.6	-40.7	12	0.1	-15.6	10	97.1
> COc1cc(/C=N/NC(=O)CCc2n[nH]c(=O)[nH]c2=O)cc(OC)c1OC
    -2.4	16.0	101.0	-0.1	100.5	5.6	4	0.1	10.5	6	100.2
> COc1ccccc1N1CCN(S(=O)(=O)c2c(C)ccc3nsnc23)CC1
    -2.3	-3.0	100.7	5.1	100.3	-17.6	14	1.2	-6.0	39	99.0
> Cc1ccc(Sc2cnc(N)nc2C)cc1
    2.8	1.0	100.9	0.0	101.8	16.8	15	-0.1	-1.9	9	102.1
> c1ccc(C2CCC3(CC2)Oc2ccccc2C2CC(c4cccnc4)=NN23)cc1 (stereo unspecified)
    -18.0	-5.0	93.4	19.7	91.8	x	4	4.9	9.2	10	93.2
> COc1cc(C=C2C(=O)OC(C)(C)OC2=O)ccc1OCC(=O)Nc1ccccc1
    -36.5	0.0	89.8	3.0	88.6	4.9	17	-0.1	8.2	7	93.2
> CN(C)S(=O)(=O)Oc1cccc(C(=O)Nc2ccc(Cl)cc2)c1
    11.5	2.0	103.0	5.8	103.0	-31.3	27	0.1	8.9	9	103.6
> Cc1c(C(=O)NCc2ccc3c(c2)OCO3)cccc1[N+](=O)[O-]
    -4.9	-4.0	103.2	4.2	103.5	-26.9	12	0.9	-3.3	15	103.6
> CCOC(=O)/C(=C/c1c[nH]c2ccccc12)NC(C)=O
    0.2	0.0	97.4	1.4	95.4	-0.5	24	0.6	-3.1	4	100.1
> COc1ccc(CCNC(=O)CCCCCNc2nc(=S)[nH]c3ccccc23)cc1OC
    -39.8	-3.0	90.3	5.4	98.0	-5.6	11	0.4	17.8	3	96.6
> Cc1ccc(N=Nc2c(O)n(CN3CCOCC3)c3ccccc23)cc1
    -27.9	-2.0	106.9	2.0	106.3	x	45	0.5	-3.2	11	101.9
> CCOC(=O)NC(=O)COC(=O)c1ccc(Sc2ncn[nH]2)c([N+](=O)[O-])c1
    -19.5	-2.0	97.2	0.0	102.6	0.1	11	0.0	-18.8	16	100.6
> Cc1cc(-n2cccn2)ccc1CN1CCN(C2CCCC2)C(CCO)C1 (stereo unspecified)
    -63.4	-1.0	100.8	3.2	99.7	-16.5	13	0.9	-2.3	6	103.9
> Cc1noc2ncnc(Oc3ccc(F)cc3)c12
    -25.6	-3.0	102.8	11.9	103.9	-23.1	25	-0.2	-6.2	13	106.2
> O=C(N/N=C/c1ccncc1)c1cc2ccccc2o1
    -1.3	-3.0	85.3	10.9	107.0	24.0	7	0.5	14.4	8	105.0
> CCN1C(=O)C2(C(C#N)=C(N)Oc3n[nH]c(C(C)C)c32)c2ccccc21 (stereo unspecified)
    -33.2	0.0	103.9	3.3	98.4	x	53	1.4	-9.8	9	103.4
> Cc1cccc(NC(=O)N2CCC(NC(=O)c3ccccc3C)CC2)c1
    -12.3	-1.0	101.8	1.2	89.0	x	10	0.4	4.9	15	89.9
> Cc1cc(C(C)(C)C)ccc1OCCCCN1CCCC1
    -4.1	-5.0	101.2	5.0	101.6	12.1	4	0.5	1.0	14	98.8
> O=C(N/N=C/c1cccc(F)c1)NC1CCCCC1
    -8.5	-3.0	94.0	4.1	94.8	-20.7	12	0.5	-18.8	13	92.9
> CCOC(=O)Cn1nc(-c2ccc(C)cc2)ccc1=O
    -20.8	-2.0	98.9	24.6	100.6	3.3	31	0.2	-13.3	12	99.3
> O=C(CC(C(=O)N1CCc2ccccc21)n1ccnc1)NCc1cccnc1 (stereo unspecified)
    -6.1	-9.0	90.0	6.0	99.7	x	24	0.7	-1.8	27	80.9
> Cc1ccc(NC(=S)N(CCN(C)C)Cc2cccs2)c(C)c1
    -33.9	-9.0	85.7	1.3	116.0	14.5	15	0.6	5.8	8	92.3
> Cc1ccc(S(=O)(=O)N2CCCC(C(=O)NCc3ccccn3)C2)cc1 (stereo unspecified)
    -12.1	-3.0	99.0	2.3	100.5	x	10	0.6	3.8	35	98.2
> CN(Cc1ccon1)Cc1cn(Cc2ccccc2)nc1-c1ccc2c(c1)OCO2
    -21.7	-1.0	99.1	1.4	97.6	x	10	2.0	6.4	2	97.7
> COC(=O)c1ccc(Cl)c(NS(=O)(=O)c2ccc3c(c2)OCCO3)c1
    -6.0	0.0	101.5	0.0	96.5	x	46	-0.3	-5.9	9	98.5
> O=C(OCC(=O)N1CCN(S(=O)(=O)c2ccc(Cl)cc2)CC1)c1ccc([N+](=O)[O-])o1
    -12.4	-2.0	99.2	4.1	98.5	-0.1	19	1.5	10.4	10	96.3
> COc1ccc(N2CCN(CCCNC(=O)CN3CCN(Cc4ccccc4C)C3=O)CC2)cc1
    -60.7	-6.0	106.3	-0.9	105.6	x	11	-0.3	11.7	10	108.1
> CCOC(=O)c1c(-c2ccc(OC)cc2)csc1NC(=O)CSc1ncnc2sccc12
    -21.4	-2.0	99.3	17.6	99.0	7.2	12	1.4	-32.5	10	99.6
> O=C(Nc1ccc2[nH]ccc2c1)c1ccccc1
    -2.6	x	100.3	x	u	1.5	x	x	13.1	16	101.9

Three entries out of the list, ordered by count of non-hydrogen atoms, low to high:
Values in the order: Mcl1-Bid inh	Mcl-1 Bim block	RGS8-Gao reg	ABCG2 inh	RGS7-Gao reg	Pf gamet viab	GSH fluor	ABCB1 block	Mcl1-Noxa inh	Avidin bead fluor	RGS4-Gao reg
> Cn1c2ccccc2c2cc(C(=O)N3CCOCC3)sc21
    -0.5	0.0	94.3	6.0	89.8	-17.6	28	0.6	2.2	7	89.3
> COC(=O)c1ccc(Cl)c(NS(=O)(=O)c2ccc3c(c2)OCCO3)c1
    -6.0	0.0	101.5	0.0	96.5	x	46	-0.3	-5.9	9	98.5
> COc1cc(/C=N/NC(=O)CCc2n[nH]c(=O)[nH]c2=O)cc(OC)c1OC
    -2.4	16.0	101.0	-0.1	100.5	5.6	4	0.1	10.5	6	100.2

Additional entries:
Values in the order: Mcl1-Bid inh	Mcl-1 Bim block	RGS8-Gao reg	ABCG2 inh	RGS7-Gao reg	Pf gamet viab	GSH fluor	ABCB1 block	Mcl1-Noxa inh	Avidin bead fluor	RGS4-Gao reg
> Cc1cc(C)c2c3c(sc2n1)C(=O)N(Cc1ccccc1)CC(=O)N3
    -8.6	0.0	100.8	0.7	100.8	17.1	38	0.8	-2.2	6	100.9
> Cn1c(N)c(C#N)c2c(c1=S)CSC(C)(C)C2
    -58.5	3.0	95.6	6.4	95.4	x	19	0.4	20.3	14	96.7
> CCOC(=O)C1CCCN(c2nc3ccccc3nc2C(C#N)C(=O)OCC)C1 (stereo unspecified)
    -38.2	-5.0	101.7	11.1	101.1	x	17	4.3	25.3	21	100.9
> COc1ccc(CNS(=O)(=O)c2ccc3c(c2)CCN3C(=O)C2CC2)cc1
    -10.5	-4.0	86.5	0.0	93.1	x	36	0.1	6.4	1	86.5
> COc1ccc(CNC(=O)C/C(C)=N/NC(=O)COc2ccc(Br)cc2)cc1
    -12.3	-2.0	109.2	2.9	104.1	-6.6	20	0.3	5.6	9	105.5
> Cc1cc(C)c2nc(NC(=O)c3ccc(OCC4CCCO4)cc3)sc2c1 (stereo unspecified)
    -16.8	-3.0	101.5	-6.9	102.7	10.2	5	-0.7	4.7	14	99.0
> Cc1nnc(-c2cnn(-c3ccccc3)c2N)n1Cc1cccc(C(F)(F)F)c1
    0.0	-2.0	103.6	1.3	102.6	6.5	12	0.5	20.4	17	106.1
> CC(C)(C)NC(=O)C(c1ccncc1)N(C(=O)Cn1nnc(-c2ccc(F)cc2)n1)c1ccccc1 (stereo unspecified)
    -11.2	-4.0	104.2	31.4	99.7	-20.6	15	0.8	15.6	8	102.6
> Cc1[nH]nc(N=CC2=C(O)CC(c3ccco3)CC2=O)c1-c1ccc(Cl)cc1 (stereo unspecified)
    -22.1	0.0	99.0	38.1	101.6	x	14	5.0	-12.7	14	102.0
> CC(C)(C)C1CCc2onc(C(=O)O)c2C1 (stereo unspecified)
    -15.1	-1.0	101.3	1.6	95.1	x	27	0.5	25.7	10	97.7
> O=C(O)CC(SCc1ccc(C(=O)O)o1)C(=O)O (stereo unspecified)
    52.6*	-4.0	98.5	18.6	101.8	x	24	0.1	13.9	24	104.0
> CCN(C(=O)COC(=O)c1cccn1C)C1CCS(=O)(=O)C1 (stereo unspecified)
    -16.1	0.0	99.8	5.7	100.2	-6.4	21	1.6	0.3	5	97.3
> N#C/C(=C/c1ccccc1[N+](=O)[O-])c1nc(C2CC2)cs1
    -16.5	-3.0	101.6	35.7	99.8	7.2	10	2.0	-9.7	6	101.2
> O=C(CSc1nc2ccc([N+](=O)[O-])cc2[nH]1)NCCc1ccccc1
    6.6	0.0	101.4	10.3	123.5	x	15	1.2	-13.8	61*	103.2
> CCOC(=O)N1CCC(NC(=O)c2ccc(OC)c(CN3CC(=O)N4CCCC4C3=O)c2)CC1 (stereo unspecified)
    -17.7	0.0	98.8	-0.1	95.6	x	26	-0.1	17.1	36	94.5
> COc1ccc(OC)c(-n2c(-c3cccc(C)c3)n[nH]c2=S)c1
    -52.9	-3.0	94.0	-0.2	106.8	x	16	-0.1	18.2	8	103.6
> CC(c1ccccc1)C1C(C#N)=C(N)OC2=C1C(=O)CCC2 (stereo unspecified)
    -2.5	0.0	102.4	-0.3	102.7	4.5	15	0.6	9.9	9	101.7
> Cc1csc(/C(=N/OC(=O)c2ccco2)C(N)=O)n1
    -7.3	x	95.1	x	u	10.2	x	x	3.0	10	99.5
> Cc1nc(-c2ccccc2)nc2[nH]c(C(C)C)cc(=O)c12
    27.7	-1.0	97.2	14.3	96.5	x	31	-0.9	-26.2	14	96.8
> O=C(O)CCCn1cc(NC(=O)c2cc(F)c(F)cc2Cl)cn1
    -13.8	1.0	100.2	0.5	100.3	-21.4	19	0.2	14.9	8	98.2
> COC(=O)[C@H](Cc1ccccc1)NC(=O)Nc1ccc(C)cc1
    1.9	-2.0	99.5	5.1	101.3	x	10	0.3	-1.7	8	99.9
> Cn1cccc1C(=O)NS(=O)(=O)c1ccccc1Cl
    1.4	-2.0	101.5	0.0	100.5	-0.3	21	0.0	17.3	7	99.3
> CC1CCN(C(=O)Cn2cc(C(=O)C3CC3)c3ccccc32)CC1
    -0.3	-11.0	98.0	2.2	98.8	x	24	0.9	4.6	4	95.3
> Cc1cc(C)c(C#N)c(SCC(=O)N(C)C2CCCCC2)n1
    -39.9	0.0	103.8	13.0	105.7	x	7	1.6	12.9	19	95.3
> COc1cc(-c2nc3ccccn3c2/N=C/c2ccccc2)ccc1O
    -20.4	-5.0	100.1	3.8	100.0	x	20	0.7	14.3	37	101.6
